GAA850 FXN act: activators of GAA850 frataxin (FXN) promoter; HEK293 lucGAA850 FXN promoter luciferase reporter, 24 h; percent of 10 µM SAHA response; activation, % at 6 µM; 360,000 tested, 0.56% active; AID 540364;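 active = activation above the average of all compounds screened plus 3 SD, cutoff fixed separately per campaign, cut at about 7.5% in these data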;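 also: 0% = DMSO wells and 100% = 10 µM SAHA wells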
GC-A act: GC-A (human) enzyme activation; 370,000 tested, 0.14% active; HEK293 GC-A cells, cGMP TR-FRET, EC30 ANP; 0% at EC30 ANP, 100% saturating ANP; P16066; AID 1671463; activation, % at 10 µM; in the data active = activation above about 40%
rCAG RNA binder: molecules binding r(CAG) RNA repeats; r(CAG) RNA repeat, TO-PRO-1 dye displacement fluorescence; inhibition, % at 3 µM; 370,000 tested, 1.3% active;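 active = inhibition above the plate cutoff, the mean of all test compounds on that plate plus 3 SD, cut at about 35% in these data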;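 also: 0% = DMSO alone and 100% = 100 µM mitoxantrone as full dye displacement; higher means more dye released from RNA so lower well fluorescence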
KLK7 zymogen act: proKLK7 (human) activation, primary screen; 370,000 tested, 0.9% active; activation, % at 7 µM; purified proKLK7, EDANS-DABCYL substrate fluorescence; 100% is mature enzyme control, 0% vehicle; P49862;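 active = activation above the mean of all tested compounds plus 3 SD, computed per campaign excluding outliers beyond control limits, cut at about 13% in these data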
Target sequence (P49862 whole entry, looked up): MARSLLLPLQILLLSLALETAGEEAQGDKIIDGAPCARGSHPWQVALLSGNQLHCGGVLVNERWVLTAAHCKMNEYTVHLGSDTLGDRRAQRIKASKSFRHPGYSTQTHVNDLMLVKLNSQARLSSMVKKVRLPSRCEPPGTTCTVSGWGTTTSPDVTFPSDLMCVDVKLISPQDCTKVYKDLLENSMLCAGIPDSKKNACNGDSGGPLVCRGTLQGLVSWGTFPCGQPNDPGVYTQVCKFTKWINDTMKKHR
NPR2 activator: GC-B (human) receptor activation; P20594; HEK293-GC-B cells, CNP EC30, cGMP TR-FRET; 0% at EC30 CNP, 100% saturating CNP; activation, % at 10 µM; 370,000 tested, 0.11% active; AID 1920062;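 active = activation at 10 µM reaching about 35% in either raw or pattern-adjusted values, limit read from the data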
ASAP1 GAP inh: ASAP1 ArfGAP inhibition; Q9ULH1; ASAP1-stimulated ARF1 GTP hydrolysis, GDP FP detection; inhibition, % at 16.5 µM; 360,000 tested, 0.19% active; AID 624377; in the data active = inhibition above about 25%;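 also: 0% = vehicle with enzyme and substrate and 100% = no enzyme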
DDE Tn6 FP inh: DD(E)-Tn6 binding inhibition, primary FP screen; 370,000 tested, 0.21% active; inhibition, % at 8.3 µM; AID 720509; Fibrin DD(E) TRITC-Tn6 fluorescence polarization displacement; P02675;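 active = inhibition above a per-campaign cutoff: mean of compounds within control limits plus 3 SD, cut at about 15% in these data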;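 also: 0% = median of all compound wells on the plate and 100% = blocking peptide control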
ADAM10 inh: ADAM10 inhibition, QFRET primary screen; O14672; recombinant ADAM10, EDANS/DABCYL FRET peptide cleavage, 3 h; inhibition, % at 7 µM; 370,000 tested, 0.62% active;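 active = inhibition above a per-campaign cutoff equal to the mean of compounds falling between control-based bounds plus 3 SD, cut at about 20% in these data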;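 also: 0% = DMSO wells while the 100% control is not disclosed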
HGIII-sPLA2 inh: Inhibits HGIII-sPLA2 liposome hydrolysis, primary screen. QFRET BODIPY PC-A2 liposome hydrolysis, fluorescence. 370,000 tested, 0.56% active. Q9NZ20. inhibition, % at 12.2 µM;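 active = inhibition above mean plus 3 SD of compounds lying within the high and low control bounds, cut at about 19% in these data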;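 also: 0% = median of test compound wells and 100% = no enzyme DMSO wells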
Target sequence (Q9NZ20 whole entry, looked up): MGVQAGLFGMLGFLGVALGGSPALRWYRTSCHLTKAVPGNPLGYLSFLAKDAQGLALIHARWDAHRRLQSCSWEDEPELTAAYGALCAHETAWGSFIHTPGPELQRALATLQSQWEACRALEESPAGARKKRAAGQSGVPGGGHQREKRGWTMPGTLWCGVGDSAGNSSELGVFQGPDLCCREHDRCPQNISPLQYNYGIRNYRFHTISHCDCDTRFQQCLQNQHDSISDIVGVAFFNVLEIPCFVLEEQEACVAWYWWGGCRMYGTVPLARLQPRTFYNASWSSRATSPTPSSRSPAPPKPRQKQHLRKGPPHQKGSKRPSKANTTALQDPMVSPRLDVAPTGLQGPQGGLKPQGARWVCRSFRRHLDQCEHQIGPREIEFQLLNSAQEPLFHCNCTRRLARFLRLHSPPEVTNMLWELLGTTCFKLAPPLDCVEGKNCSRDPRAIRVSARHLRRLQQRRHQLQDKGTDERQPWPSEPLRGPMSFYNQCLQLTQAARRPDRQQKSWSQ
ARFGAP1 inhibitor: inhibitors of rat ARFGAP1; Q62848; Arfgap1-stimulated ARF1 GTP hydrolysis, GDP FP detection; inhibition, % at 16.5 µM; 360,000 tested, 0.26% active; AID 651572;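 active = inhibition above a per-plate limit, mean inhibition of low control wells plus 3 SD, cut at about 25% in these data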;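 also: 0% = DMSO wells with enzyme and 100% = wells lacking Arfgap1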
Target sequence (Q62848 1-136 limits assumed): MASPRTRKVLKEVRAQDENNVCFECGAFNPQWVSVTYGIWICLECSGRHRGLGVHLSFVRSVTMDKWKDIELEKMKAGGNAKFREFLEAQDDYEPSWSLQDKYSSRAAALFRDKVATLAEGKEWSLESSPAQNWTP
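Assay system: Rat Arfgap1 GAP domain (His6, aa 1-136), purified enzyme | Buffer or medium: HEPES 25 mM pH 7.5, NaCl 150 mM, MgCl2, DTT | Schedule: GTP hydrolysis reaction 2 h at 25 °C | Signal: FP of antibody-bound GDP Alexa 633 tracer, ex 620/em 688 nm | Measure: Percent inhibition of Arfgap1-stimulated GTP hydrolysis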
An asterisk follows results filed as active; i = inactive; nt = no result given.

SMILES | GAA850 FXN act | GC-A act | rCAG RNA binder | KLK7 zymogen act | NPR2 activator | ASAP1 GAP inh | DDE Tn6 FP inh | ADAM10 inh | HGIII-sPLA2 inh | ARFGAP1 inhibitor
CC(=O)N1CCN(c2ccc(NC(=O)c3ccc4ccccc4c3)cc2)CC1 | 2.4 | 0 | -1 | -7.7 | -1 | 14 | 6 | -6 | 5 | -6
Cc1ccc(SCCNC(=S)Nc2cc(C)ccc2C)cc1 | 0.0 | 4 | -1 | 0.3 | 2 | -3 | -5 | -4 | 4 | 5
O=C(NCC1CCCO1)C(C(=O)c1ccccc1)n1cc(Cl)ccc1=O (stereo not given) | -0.6 | -4 | 0 | 0.3 | -2 | 6 | -16 | 0 | 7 | 0
CCOC(=O)c1c(C)[nH]c(O)c1C=Nc1ccccc1 | 2.7 | 2 | -1 | 1.6 | -6 | 3 | 0 | 6 | 2 | -5
CN(C(=O)COC(=O)CSc1cc(Cl)ccc1Cl)c1c(N)n(Cc2ccccc2)c(=O)[nH]c1=O | 0.0 | 2 | 0 | 0.5 | -1 | -5 | -4 | -12 | 6 | -1
COc1ccc(C)cc1NC(=O)C1CCN(S(=O)(=O)c2ccc3c(c2)NC(=O)CO3)CC1 | 1.1 | -5 | 2 | 0.1 | -1 | -2 | 5 | 2 | -10 | 15
CN(CC(=O)Nc1ccc(F)cc1)C(=O)COC(=O)c1ccc(=O)n(Cc2ccccc2)n1 | 0.7 | -6 | -29 | -2.2 | -4 | 5 | 15 | -13 | -197 | -12
Fc1ccccc1-c1nc(NCC2CC2)nc2ccsc12 | -0.4 | 1 | 3 | -11 | 0 | 12 | 0 | i | -2 | 4
C=CCC(CC=C)(NC(=O)c1ccccc1)c1ccccc1 | -0.1 | -1 | -8 | -0.3 | -8 | -5 | 3 | 3 | 1 | 3
CC1(C(=O)NCC2CC2)CCN1C(=O)C1(c2ccccc2)CC1 (stereo not given) | -0.6 | -6 | -1 | -0.2 | -2 | -6 | 2 | 0 | -2 | -10
CCOc1ccc(N2C(=O)CC(N(Cc3ccco3)C(C)=O)C2=O)cc1 (stereo not given) | -0.1 | -4 | 10 | 0.2 | 1 | 0 | 6 | 3 | -2 | -3
CCc1ccccc1Nc1ccc(C(=O)O)cc1N | 3.5 | 1 | 32 | -20 | -4 | 4 | 8 | -35 | -23 | 3
Cn1c(CN2CCCCC2)nc2cc(NC(=O)c3ccccc3Cl)ccc21 | -9.6 | 4 | -4 | -2.5 | 0 | -1 | -6 | -25 | 1 | 6
COc1ccccc1C1(O)CCN(C(=O)c2cccs2)CC1 | 2.5 | -3 | 0 | 0.2 | -2 | -4 | 10 | 3 | 2 | 1
Cc1nn(-c2ccccc2)c(N)c1C(O)(CSc1nccn1C)C(F)(F)F (stereo not given) | 0.3 | -6 | 1 | 0.1 | -1 | 1 | 0 | 8 | -3 | 7
O=C1CN(C(=O)COC(=O)CNS(=O)(=O)c2ccccc2)c2ccccc2N1 | 0.5 | 0 | -1 | -0.1 | -3 | 8 | 0 | 5 | 7 | -15
CCn1c(=O)n(CC)c2cc(N3CCCC3)c(NC(=O)c3ccc(OC)c(Br)c3)cc21 | 2.1 | -1 | 3 | 0.5 | -5 | -3 | -8 | -54 | 5 | -2
O=[N+]([O-])c1cc(C(F)(F)F)ccc1NCCc1c[nH]c2ccc(O)cc12 | 4.4 | -9 | 17 | 0.2 | -7 | 26* | -10 | 31* | -23 | 3
Cn1c(=O)cc(OCC(=O)NCCCN2CCN(c3cccc(Cl)c3)CC2)c2ccccc21 | 0.1 | -8 | 3 | -0.6 | -9 | -3 | 2 | -4 | -3 | 2
CC(CC(=O)Nc1ccc2c(c1)c(=O)n(C)n2Cc1ccc(F)cc1)c1ccccc1 (stereo not given) | -2.6 | 0 | -1 | 3.2 | 2 | -12 | -3 | i | -4 | 3
COc1cccc(C2C(C(=O)c3cc4ccccc4o3)=C(O)C(=O)N2c2cc(C)on2)c1OC (stereo not given) | -2.4 | 11 | 51* | -0.4 | -3 | -11 | -1 | 5 | -20 | -3
Cc1cccc(S(=O)(=O)N/N=c2\sc3ccccc3n2C)c1 | 1.9 | -10 | 0 | 0.3 | -7 | 6 | -8 | 7 | 12 | 4
O=C1CCC(C(=O)OCC(=O)C23CC4CC(CC(C4)C2)C3)N1 (stereo not given) | 3.9 | 4 | -7 | 0.2 | -4 | 4 | 7 | -7 | 8 | -7
CCNCc1ccc(OCc2cccs2)c(OCC)c1 | -0.5 | 2 | -1 | -0.7 | -4 | 15 | -9 | -7 | 6 | 4

Full records from above. Order of screens: GAA850 FXN act, GC-A act, rCAG RNA binder, KLK7 zymogen act, NPR2 activator, ASAP1 GAP inh, DDE Tn6 FP inh, ADAM10 inh, HGIII-sPLA2 inh, ARFGAP1 inhibitor
Cc1nn(-c2ccccc2)c(N)c1C(O)(CSc1nccn1C)C(F)(F)F (stereo not given) is entered as 0.3, -6, 1, 0.1, -1, 1, 0, 8, -3, 7
CCNCc1ccc(OCc2cccs2)c(OCC)c1 is entered as -0.5, 2, -1, -0.7, -4, 15, -9, -7, 6, 4
Cn1c(=O)cc(OCC(=O)NCCCN2CCN(c3cccc(Cl)c3)CC2)c2ccccc21 is entered as 0.1, -8, 3, -0.6, -9, -3, 2, -4, -3, 2

Following part:
SMILES | GAA850 FXN act | GC-A act | rCAG RNA binder | KLK7 zymogen act | NPR2 activator | ASAP1 GAP inh | DDE Tn6 FP inh | ADAM10 inh | HGIII-sPLA2 inh | ARFGAP1 inhibitor
COc1ccc(CNC(=O)Cc2ccc(-c3ccccc3)cc2)cc1OC | -1.2 | 3 | 2 | 0.2 | -2 | 1 | -7 | 10 | -3 | 3
COc1ccccc1NC(=O)COc1ccc(C(=O)NCC2CCCO2)cc1OC (stereo not given) | -0.2 | 1 | 1 | 0.1 | 2 | 3 | 0 | -13 | 4 | -13
COc1ccc(CN2CCN(Cc3ccc(C(F)(F)F)cc3)CC2)c(OC)c1 | -2.6 | -1 | -11 | 0.3 | 2 | -6 | 1 | -4 | -7 | 10
CC(C)C[C@H]1CNC(=S)N1CC1CCCN1C[C@H](Cc1ccc(O)cc1)N1C[C@H](Cc2ccccc2)N(CC2CCCCCC2)C1=S (stereo not given in full) | 0.6 | -2 | 11 | 0.2 | 6 | 4 | 0 | -4 | -6 | -2
Cc1cccc(OCC(=O)NNC(=O)CSc2ncc(C#N)c(N)n2)c1 | 0.6 | -1 | 7 | -0.3 | -1 | -3 | 0 | -3 | 8 | -4
O=C(NCc1ccc(F)cc1)C(=O)NCC(c1ccco1)N1CCOCC1 (stereo not given) | 0.9 | 2 | 0 | 0.5 | 5 | 1 | 2 | -12 | 14 | 1
O=C(CSc1ccc2nnc(-c3ccccn3)n2n1)NCc1ccco1 | 0.3 | -3 | 2 | 0.6 | 11 | 8 | -3 | -64 | 12 | 16
CCOC(=O)N1CCN(c2cc(C)c(C(C)=O)cc2F)CC1 | 2.0 | -5 | -5 | -0.1 | 0 | -17 | 0 | 8 | 0 | -13
CCOC(=O)c1sc2ccccc2c1OC(=O)c1ccccc1OC | 1.6 | -1 | -2 | 11 | -1 | 6 | -2 | 5 | -9 | -3
CC(C)Cc1nc2ccccc2[nH]1 | 0.7 | 3 | 0 | -0.5 | 4 | 19 | -1 | -5 | 3 | 0
Cc1cc(C(=O)NC2CCC(C)CC2)c(C)o1 (stereo not given) | 3.8 | -1 | -2 | -0.3 | 0 | -4 | 0 | -8 | 9 | -7
C=CCN1C(=O)c2n[nH]c(COC)c2C1c1ccc(F)cc1 (stereo not given) | nt | 3 | -1 | -0.2 | 3 | 3 | 1 | -6 | 4 | 10
O=C(Cn1c2[n+](c3ccc(C(F)(F)F)cc31)CCCCC2)Nc1ccccc1 | -1.5 | 3 | 13 | -0.3 | -4 | 15 | -6 | -6 | 7 | 10
CC(C)C(NC(=O)c1ccc(F)cc1)C(=O)NCC1CCCO1 (stereo not given) | 2.1 | 5 | -1 | 0.3 | 1 | -5 | -10 | 3 | -2 | -3
CC(=O)Nc1ccc(NC(=O)CSc2nnc(NC(=O)C3CC3)s2)cc1 | 0.8 | 2 | -2 | 0.3 | 2 | 16 | -4 | -10 | 13 | 5
C/C(=N\NC(=O)c1ccccc1O)c1cccc(NC(=O)c2ccccc2)c1 | 2.1 | 1 | 8 | 0.3 | 3 | 6 | -2 | 4 | -5 | 6
CCCc1nc2sc3c(=O)[nH]cnc3c2c2c1CCCC2 | nt | 0 | 0 | -0.1 | -4 | 0 | 3 | 5 | -2 | 15
CCOC(=O)CNS(=O)(=O)c1ccc2c3c(cccc13)C(=O)N2CC | 0.6 | 3 | 0 | 77* | -3 | -3 | -6 | i | -2 | -13
COC(=O)Cc1nnn2c1CC(OC)c1cc(Br)ccc1-2 (stereo not given) | nt | 2 | 2 | -0.3 | -1 | 8 | -5 | -2 | 1 | 7
c1ccc(-c2nnc(-c3ccco3)n2-c2ccccc2)cc1 | 0.7 | -3 | 0 | -0.7 | 2 | -5 | -7 | 1 | 10 | 2
O=C(COC(=O)c1ccc(S(=O)(=O)Nc2ccccc2)cc1)NC1CCCC1 | 2.2 | 1 | -1 | -0.1 | 0 | -6 | 2 | -4 | -12 | 17
O=C(Cc1ccsc1)NCc1ccccc1F | 2.6 | -1 | -3 | -0.1 | 0 | 3 | -10 | 1 | 2 | 3
CC1(Cc2ccccc2OC(F)(F)F)C(=O)Nc2cc(-c3ccccc3Cl)ccc21 (stereo not given) | 5.3 | 0 | 1 | 0.5 | 0 | 9 | 1 | -6 | -11 | -1
CN(C)c1ccc(C(=O)NNC(=O)C23CC4CC(CC(C4)C2)C3)cc1 | 2.1 | 2 | 3 | -0.3 | 1 | 0 | -4 | -4 | 3 | 9
CCOC(=O)CCc1nn(C)c(=O)c2ccccc12 | 0.1 | 4 | -1 | -0.7 | 2 | -2 | 7 | 4 | 7 | 4
O=C(COC(=O)c1cc([N+](=O)[O-])ccc1NCc1ccccc1)NC1CCCc2ccccc21 (stereo not given) | -1.0 | -5 | 2 | 0.3 | -1 | -11 | -1 | 1 | 1 | 8
CCCn1c(N)c(C(c2ccc(OC)cc2)N2CCN(c3ccccc3)CC2)c(=O)[nH]c1=O (stereo not given) | 1.3 | -3 | 2 | -0.1 | 2 | -14 | 4 | -1 | 2 | 2
O=C(Cc1cccs1)Nc1cccc([N+](=O)[O-])c1 | 4.4 | 3 | 8 | -0.7 | 0 | 12 | -1 | -3 | 14 | 14
COc1cc(/C=C2/SC(=O)N(Cc3ccccc3Cl)C2=O)ccc1OCc1ccncc1 | -0.1 | -5 | 6 | 0.6 | -2 | -6 | 7 | 6 | -2 | 9
COc1cc(/C=C2\C(=O)N(C)C(=S)N2C)ccc1O | 1.5 | 10 | -1 | 0.5 | 4 | -9 | -4 | 9 | -4 | -14
CCOC(=O)C1=NN(c2ccc(Cl)cc2)/C(=C/C2=NCCc3cc(OC)c(OC)cc32)S1 | -0.1 | -13 | 2 | -1.0 | -8 | -7 | 0 | -68 | 2 | 10

Outcome played no part in choosing rows; overall some 4.5% were active at least once.
